Rin1 Abl inh: inhibitors of human Rin1-Abl protein interaction; P00519+Q13671; TR-FRET Rin1/Abl binding, biochemical; inhibition, % at 7.35 µM; hit rate 0.4% among 360,000; AID 588664; in the data active means inhibition above about 5%, passing the limit was not always enough
CSN deneddyl inh: CSN deneddylation inhibition. hit rate 0.38% among 360,000. inhibition, % at 12.5 µM. Purified CSN, SCF-Nedd8-OG deneddylation, fluorescence polarization. Q92905;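 active means pattern-corrected inhibition above about 35%, with an unprinted fluorescence ratio check between 0.5 and 1.5, limit read from the data, passing the limit was not always enough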;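 further: 0% = enzyme with substrate and 100% = substrate without enzyme; some results filed as inactive read as strong as hits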
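Test system: Human Csn5 produced in HEK293T cells | Compound: 12.5 µM single point | Times: 90 min, room temperature | Signal: Fluorescence polarization readout | Read-out basis: % inhibition of substrate cleavage by Csn5 | Controls: no-enzyme wells high, enzyme-with-substrate wells low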
Rpn11 block: blocks the human proteasome subunit Rpn11. human 26S proteasome, Ub4-pepOG fluorescence polarization; 20S core pre-blocked with epoxomicin. calls only at 20 µM. hit rate 0.59% among 360,000. O00487;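 active means inhibition at 20 µM, scaled to each plate's controls, above about 33%, limit read from the data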
Target sequence (O00487 whole entry, looked up): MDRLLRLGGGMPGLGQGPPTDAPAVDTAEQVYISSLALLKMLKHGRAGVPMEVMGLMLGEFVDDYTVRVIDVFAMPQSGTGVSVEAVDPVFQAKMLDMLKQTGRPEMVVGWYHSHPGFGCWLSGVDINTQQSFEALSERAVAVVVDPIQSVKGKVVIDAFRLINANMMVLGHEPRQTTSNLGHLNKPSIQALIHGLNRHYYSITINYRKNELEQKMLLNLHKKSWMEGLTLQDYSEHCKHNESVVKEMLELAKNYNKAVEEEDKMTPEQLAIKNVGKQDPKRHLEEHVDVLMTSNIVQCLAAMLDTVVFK
PABP1 MLLE inh: blocks PAM2 peptide binding to the PABP1 MLLE domain; P11940; GST-MLLE / FITC-PAM2 fluorescence polarization; inhibition, % at 20 µM; hit rate 0.36% among 360,000; AID 588489; in the data active means inhibition above about 35%, passing the limit was not always enough;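 further: plate controls were DMSO wells with GST-MLLE for no effect and wells lacking GST-MLLE protein for full effect; some results filed as inactive read as strong as hits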
Target sequence (P11940 whole entry, looked up, the tested form may be a part): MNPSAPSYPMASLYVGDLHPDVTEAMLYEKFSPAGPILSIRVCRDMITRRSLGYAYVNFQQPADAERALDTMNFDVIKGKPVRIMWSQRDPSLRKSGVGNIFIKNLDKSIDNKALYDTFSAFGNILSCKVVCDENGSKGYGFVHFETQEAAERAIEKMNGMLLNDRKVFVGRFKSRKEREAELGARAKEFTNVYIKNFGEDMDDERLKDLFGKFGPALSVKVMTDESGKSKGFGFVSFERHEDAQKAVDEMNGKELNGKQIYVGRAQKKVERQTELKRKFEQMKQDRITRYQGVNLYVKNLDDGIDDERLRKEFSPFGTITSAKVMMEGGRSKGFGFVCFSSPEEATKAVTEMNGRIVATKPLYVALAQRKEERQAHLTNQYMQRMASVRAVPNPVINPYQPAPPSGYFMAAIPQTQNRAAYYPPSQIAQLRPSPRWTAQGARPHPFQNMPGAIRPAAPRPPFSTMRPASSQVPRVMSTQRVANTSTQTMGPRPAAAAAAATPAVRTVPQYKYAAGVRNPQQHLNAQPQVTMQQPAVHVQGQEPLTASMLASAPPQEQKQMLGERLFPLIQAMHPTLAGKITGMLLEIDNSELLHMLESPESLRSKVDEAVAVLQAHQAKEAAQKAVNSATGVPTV
MT1-MMP act inh: inhibitors of human MT1-MMP activation | HT1080 RFP-PRO-GFP cells, GFP/RFP ratio fluorescence, overnight; percent of plate control window, DMSO zero | P50281 | hit rate 0.061% among 360,000 | GFP/RFP ratio change, % at 20 µM | AID 651647;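 active means GFP/RFP ratio change of at least 30% with cell ATP level not reduced by more than half and red fluorescence within 50% of control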; further: strong numbers were not always called active
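Test system: HT1080 cells expressing an RFP-PRO-GFP fluorescent reporter construct / Compound dosing: single-point 20 µM compound, 1% DMSO / Schedule: cells overnight before dosing, compound overnight, 37 °C, 5% CO2 / Evaluation: GFP/RFP fluorescence ratio / Control set: DMSO and RFP-L50D-GFP cell wells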
Neddyl block: cullin neddylation inhibition. P61081+Q13564. TR-FRET cullin neddylation, biochemical. calls only at 25 µM. hit rate 0.58% among 360,000; in the data active means inhibition above about 36%
FAS-TE inh: FAS thioesterase (human) inhibition. P49327. recombinant FAS-TE, OMFH fluorogenic substrate, fluorescence endpoint. inhibition, % at 15 µM. hit rate 0.67% among 360,000. AID 602261;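 active means compounds whose normalised, plate-corrected inhibition of enzyme fluorescence in the single-dose primary screen is 50% or more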;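 further: 0% = DMSO with enzyme and 100% = substrate without enzyme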
NadD inh: blocks S. aureus nicotinate mononucleotide adenylyltransferase; purified NadD enzyme, colorimetric absorbance read-out; inhibition, % at 20 µM; hit rate 0.78% among 360,000; in the data active means inhibition above about 26%; further: some compounds past the cut are filed as inactive
SKN-1 block: C. elegans SKN-1 inhibition; hit rate 0.49% among 360,000; inhibition, % at 21.8 µM; C. elegans VP596 Pgst-4::GFP/RFP ratio, acrylamide-induced, 24 h;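 active means interference check ratio from 0.5 to 1.5 plus GFP to RFP signal ratio inhibition reaching or exceeding a fixed threshold, cut at about 30% in these data, passing the limit was not always enough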; further: some compounds called inactive have numbers as strong as hits
* = called active by the depositor; i = inactive; · = no result given; + = active, no number; & = joins results of further samples. Random draw from the library; overall some 3.9% were active at least once.

| SMILES | Rin1 Abl inh | CSN deneddyl inh | Rpn11 block | PABP1 MLLE inh | MT1-MMP act inh | Neddyl block | FAS-TE inh | NadD inh | SKN-1 block |
| --- | --- | --- | --- | --- | --- | --- | --- | --- | --- |
| COCCNC(=O)COc1cccc2c1OC(C)(C)C2 | -0.3 | -0.3 | i | 7.2 | -1.2 | i | -10.4 | 3.8 | 0.6 |
| O=C(NC1CCCCC1)NC1CCN(S(=O)(=O)c2ccc3c(c2)OCCO3)CC1 | 6.9 | 1.2 | i | 6.1 | 2.1 | i | -1.7 | 4.8 | -14.6 |
| COc1ccc(C(=O)NC(Cn2ccnc2)C(C)(C)C)cc1OC1CCN(C(C)C)CC1 (configuration not stated) | -1.6 | -4.1 | i | 12.5 | -0.7 | i | -4.7 | -5.8 | 4.6 |
| CN(c1ccccc1)S(=O)(=O)c1cccc(NC(=O)CN2C(=O)NC3(CCCC3)C2=O)c1 | 3.8 | 1.4 | i | -24.3 | · | i | -0.1 | -3.8 | -4.7 |
| Cc1ccccc1NC(=O)C(C)OC(=O)CCC(=O)N(CC(C)C)c1c(N)n(CC(C)C)c(=O)[nH]c1=O (configuration not stated) | 5.5 | 3.4 | i | -2.0 | 3.8 | i | -7.6 | -0.4 | -6.6 |
| O=C(COc1ccccc1)Nc1ccc(N2CCN(C(=O)c3cccs3)CC2)cc1 | 3.6 | -4.3 | i | 0.5 | 4.7 | i | -0.6 | -9.7 | 3.7 |
| O=C(c1ccccc1)N1CCCCC(Cl)C1=O (configuration not stated) | -0.6 | 1.5 | i | -0.5 | -2.0 | i | -5.6 | 3.8 | -5.3 |
| Cc1ccccc1N1CCN(Cc2c(C#N)c3ccccc3n2C)CC1 | 0.4 | 3.6 | i | -9.7 | 4.3 | i | 35.4 | 0.5 | 19.1 |
| O=C(NC(=S)Nc1cc(S(=O)(=O)N2CCOCC2)ccc1N1CCOCC1)c1ccco1 | 0.2 | -6.3 | i | 37.1 | -1.4 | i | 1.8 | -4.3 | 12.3 |
| CN(C)CC/C=C1/c2ccccc2Sc2ccc(Cl)cc21 | -5.9&-0.9 | 0.1&-2.8 | i | 9.6&4.3 | -6.8&-3.5 | i | 8.3&10.6 | -2.4&-0.9 | -5.5&-7.0 |
| CC(C)NS(=O)(=O)c1ccc(OCC(=O)Nc2ccc3c(c2)OCO3)cc1 | 2.6 | 4.2 | i | 6.2 | 2.0 | i | -5.5 | -7.9 | 9.1 |
| O=C(NCC1CCCO1)c1cc2nc(-c3ccco3)cc(C(F)(F)Cl)n2n1 (configuration not stated) | -0.5 | 8.1 | i | 8.3 | 2.0 | i | -9.2 | -1.9 | -0.5 |
| Cc1ccc(N=Cc2ccc[nH]2)c(O)c1 | -5.0 | 11.1 | i | -16.8 | -2.6 | i | -6.7 | 7.7 | 17.7 |
| COc1ccccc1-c1ncn(Cc2cccc(-c3ccccc3)c2)c1CC(C)C | · | -0.1 | · | · | 9.7 | i | -10.3 | 9.3 | -6.5 |
| CCc1cccc(C)c1NC(=S)N(CCCN1CCN(C)CC1)Cc1cccs1 | 2.4 | -6.7 | i | 7.8 | 0.5 | i | -3.5 | -6.2 | -12.2 |
| Cc1ccccc1NCC(=O)N/N=C/c1ccc([N+](=O)[O-])cc1 | -4.0 | -0.4 | i | -7.1 | -1.5 | i | 7.5 | -2.5 | 10.6 |
| CCc1ccc(CN2CCN(S(=O)(=O)Cc3ccccc3)CC2)cc1 | -2.1 | -0.1 | i | -10.4 | -0.9 | i | -1.9 | -4.8 | 6.2 |
| Cc1cc(NS(=O)(=O)c2ccc(NC(=O)COc3ccc(Cl)c(C)c3)cc2)no1 | 1.6 | 5.1 | i | 3.9 | 4.5 | i | -2.2 | 3.9 | 5.6 |
| CN(CC(=O)Nc1cccc(F)c1)C(=O)CSc1ccccc1 | 2.8 | 4.9 | i | 16.1 | -2.0 | i | -1.2 | -1.6 | -4.4 |
| CCOC(=O)c1c(NC(=O)CSc2nccn2C)sc(C(=O)NC)c1C | -1.7 | 0.4 | i | -55.0 | 4.1 | i | 4.5 | -3.3 | 10.5 |
| CCOC(=O)CCN(Cc1cccs1)S(=O)(=O)c1ccc(F)cc1 | -0.5 | 1.8 | i | -5.4 | -3.5 | i | 15.2 | 0.6 | -3.2 |
| Cc1scc(C(=O)N/N=C/c2ccc(Cl)s2)c1C | 2.0 | 0.3 | i | 4.1 | 2.5 | i | -0.2 | -3.6 | 2.4 |
| O=C(N/N=C/c1cccc(O)c1)c1cc2c(ccc3ccccc32)o1 | -3.2 | 0.6 | i | 5.4 | 2.4 | i | -2.3 | 15.9 | 16.5 |
| O=C(N/N=C/c1ccc(O)c(O)c1)c1cccc(S(=O)(=O)N2CCCC2)c1 | -1.2 | 0.5 | i | 4.1 | 1.2 | i | -5.9 | -3.4 | -4.5 |
| Cc1ccc(NC(=S)N2CCN(C)CC2)c(C)c1 | 2.0 | 0.8 | i | -0.4 | 0.9 | i | -8.2 | -2.3 | -5.1 |
| CCCOc1cccc(C(=O)N/N=C/c2ccoc2)c1 | 3.2 | 2.0 | i | 2.9 | -0.8 | i | -4.5 | -5.0 | 7.1 |
| COc1ccc(-c2cc(=O)oc3cc(OCC(=O)N4C[C@H]5C[C@@H](C4)c4cccc(=O)n4C5)ccc23)cc1 | -1.9 | -2.5 | i | -14.5 | -0.6 | i | -2.4 | 7.0 | 11.4 |
| Cc1cc(C)cc(-n2cnc3cc(C(=O)O)ccc32)c1 | 3.3 | 1.6 | i | -2.2 | 1.6 | i | -8.4 | 0.6 | -2.2 |
| Nc1nc(SCc2ccccc2)n[nH]1 | -1.4 | 1.6 | i | -6.4 | 4.5 | i | -2.9 | -6.1 | 30.4 |
| Cc1oc2cc3oc(=O)c(CCC(=O)NCCC(=O)O)c(C)c3cc2c1C | 1.4 | -1.1 | i | -4.3 | 3.4 | · | -4.2 | -5.2 | 6.9 |
| Cn1c(NCc2ccco2)nc2c1c(=O)n(Cc1ccc(Br)cc1)c(=O)n2C | 2.2 | 1.3 | i | -12.6 | 2.9 | i | 7.7 | -4.4 | 0.3 |
| CCCCOC(=O)c1ccc(NC(=O)c2cc(Cl)c(Cl)cc2C(=O)O)cc1 | 0.5 | 0.9 | i | 10.4 | -2.9 | i | 7.4 | 4.5 | -16.5 |
| CCN(CC)C(=O)Oc1ccc2oc(=O)cc(-c3cc4cccc(OC)c4o3)c2c1 | 6.0 | -4.8 | i | 2.3 | -1.2 | + | 21.3 | -1.1 | -4.7 |
| COc1ccc(-c2cc3nc(C)c(CCC(=O)NCc4ccc(F)cc4)c(C)n3n2)c(OC)c1 | -2.6 | 5.2 | i | 5.6 | -7.8 | i | 10.9 | 0.0 | 3.3 |
| Cc1ccc(C(=O)Nc2sc(C)c(C)c2C(=O)c2ccccc2)cc1 | 1.4 | 3.5 | i | 21.8 | 0.2 | i | 28.3 | -3.6 | 1.0 |
| CCOC(=O)C(C)Oc1cccc2c(=O)n(CC(=O)Nc3ccc(OC)cc3)ccc12 (configuration not stated) | -1.7 | -2.1 | i | -3.8 | 5.1 | i | -9.9 | -4.8 | -11.7 |
| CCS(=O)(=O)Nc1ccc(C2=NN(C(=S)Nc3ccccc3)C(c3ccco3)C2)cc1 (configuration not stated) | -4.5 | 11.7 | i | -76.3 | 1.4 | i | 26.1 | 23.9 | 4.5 |
| O=C(CN1CCN(c2ccc(F)cc2)CC1)Nc1ccccc1C(=O)NCCc1ccccc1 | -3.1 | -4.8 | i | -5.3 | 2.3 | i | 33.0 | 0.7 | 14.8 |
| O=C(NCC1CCCO1)c1ccc(OC2CCN(C(=O)C3CC3)CC2)cc1 (configuration not stated) | -3.3 | -4.9 | i | -5.9 | -4.0 | i | -4.9 | 2.2 | 19.4 |
| CC(C)(C)n1nnnc1C(c1cccnc1)N1CCN(C(=O)c2ccco2)CC1 (configuration not stated) | 1.6 | -2.3 | i | 6.0 | -0.7 | i | -2.8 | 1.5 | 8.8 |

Overlap with the part before: two compounds; new compounds follow.
| SMILES | Rin1 Abl inh | CSN deneddyl inh | Rpn11 block | PABP1 MLLE inh | MT1-MMP act inh | Neddyl block | FAS-TE inh | NadD inh | SKN-1 block |
| --- | --- | --- | --- | --- | --- | --- | --- | --- | --- |
| O=C(NCC1CCCO1)c1ccc(OC2CCN(C(=O)C3CC3)CC2)cc1 (configuration not stated) | -3.3 | -4.9 | i | -5.9 | -4.0 | i | -4.9 | 2.2 | 19.4 |
| CC(C)(C)n1nnnc1C(c1cccnc1)N1CCN(C(=O)c2ccco2)CC1 (configuration not stated) | 1.6 | -2.3 | i | 6.0 | -0.7 | i | -2.8 | 1.5 | 8.8 |
| COc1ccc(C(=O)N2CCN(CCc3ccccn3)CC2)cc1 | 2.4 | -2.7 | i | -1.5 | -6.1 | i | -5.3 | -0.7 | -6.2 |
| COC(=O)c1cccc(NC(=S)N2CCN(C)CC2)c1 | 1.3 | -1.0 | i | -11.3 | 1.0 | i | -6.3 | 1.6 | 10.3 |
| O=S(=O)(/C=C/c1ccccc1)N1CCN(c2ccc(F)cc2)CC1 | -0.6 | -6.4 | i | 5.8 | 0.9 | i | 24.1 | -4.8 | 6.3 |
| CN1CCN(c2ccc(NC(=S)NC(=O)c3cccc4ccccc34)cc2)CC1 | -5.7 | -1.7 | i | 21.9 | -2.2 | i | -0.2 | -3.0 | 17.2 |
| CC(=O)c1cccc(NC(=O)c2csc3c2CCCCC3)c1 | 2.3 | -2.0 | i | 5.8 | 1.2 | i | 6.2 | -5.6 | 1.6 |
| C#CCN1c2ccccc2Sc2cccnc21 | -12.2 | -4.2 | i | 0.2 | -11.6 | i | 11.8 | -4.8 | 31.2 |
| O=C(CC1C=CCC1)Nc1ccccc1 (configuration not stated) | 4.5 | -2.1 | i | 2.8 | -1.0 | i | -5.9 | 0.2 | 12.9 |
| N#Cc1ccccc1NC(=O)CSc1cn[nH]n1 | 2.8 | -7.3 | i | 16.9 | -1.0 | i | -3.4 | -3.0 | -0.6 |
| O=C(CN1CCSC1=O)N1CCN(S(=O)(=O)c2ccc(Cl)cc2)CC1 | 1.6 | -2.1 | i | -4.4 | 4.4 | i | -6.0 | -3.8 | -7.5 |
| Cc1cccc(NC(=O)COc2coc(CN3CCc4ccccc4C3)cc2=O)c1 | 3.6 | 8.2 | i | -0.7 | 9.5 | i | -0.5 | 0.2 | -1.7 |
| O=C(Nc1nnc(C2CCCC2)s1)C1CCC1 | 4.2 | -1.7 | i | 0.4 | -8.4 | i | -10.7 | -0.8 | 15.4 |
| Cc1ccccc1C(=O)N1CCC1(C)C(=O)NC(C)C (configuration not stated) | -1.3 | -2.6 | i | -5.2 | 0.5 | i | -6.8 | -1.0 | -5.2 |
| CC1CCCCC1NC(=O)CCn1ccc2cc(S(=O)(=O)N3CCCC3)ccc21 (configuration not stated) | -2.1 | -1.1 | i | 11.1 | -0.5 | i | 3.7 | -5.6 | -9.2 |
| COc1ccc(C(=O)Cn2c(NCCCO)nc3ccccc32)cc1OC | -1.9 | -1.9 | i | 8.3 | -1.7 | i | -3.9 | -5.9 | 13.5 |
| Cc1ccccc1C(=O)NCCCNC(=O)c1cnccn1 | -0.3 | 0.3 | i | 4.9 | 2.3 | i | -0.7 | -4.4 | 17.5 |
| CCCN(CCC)S(=O)(=O)c1ccc(C(=O)N2CCC(=O)c3ccccc32)cc1 | 0.9 | 6.2 | i | 3.6 | 0.2 | i | 15.4 | -3.7 | -20.1 |
| COc1ccc(NC(=O)Cn2c(=O)n(-c3ccc(CC(=O)NCc4ccco4)cc3)c(=O)c3ccccc32)cc1 | -1.5 | 0.8 | i | -5.6 | -0.5 | i | 2.0 | 9.1 | 1.0 |
